Assay outcomes (PubChem)
Large T inhibition – SV40 large T antigen inhibitors, biochemical (AID 1903) | one-dose inhibition, % at 20 µM; IC50 in µM for titrated hits | 0.39% of 310,000 active | SV40 large T antigen ATPase/helicase inhibition assay; higher % means a stronger effect; in the data active = a potency from the dose series; inconclusive = inhibition mostly from about 32% at the one dose, without a potency; inactive = the rest, 99 in 100 with inhibition below about 32%; note: strong numbers were not always called active
RSV CPE inhibition – RSV antiviral activity via CPE protection, HEp-2 cells, primary 10 µM value included (AID 2391); one-dose CPE inhibition, % at 10 µM; IC50 in µM for titrated hits; HEp-2 cells, RSV-induced CPE inhibition; higher % means a stronger effect; 0.13% of 310,000 active; in the data active = a potency from the dose series; inconclusive = CPE inhibition mostly from about 23% at the one dose, without a potency; inactive = the rest, 99 in 100 with CPE inhibition below about 21%; note: strong numbers were not always called active
PhoP inhibition – inhibitors of PhoP regulon expression, primary screen, Salmonella Typhimurium, GFP reporter (AID 1863); S. Typhimurium PhoP-regulated promoter GFP reporter, 4 h; higher % means a stronger effect; inhibition, % at 50 µM; hits with a dose series show IC50 in µM; 0.16% of 300,000 active;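 active = inhibition over 29.93%, a cutoff 3 SD above the screen mean, later confirmed by dose response; inconclusive = inhibition over 29.93% but no dose response follow-up; inactive = inhibition at most 29.93% or unconfirmed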;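 note: 0% = low Mg2+ inducing control and 100% = high Mg2+ repressing control; strong numbers were not always called active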
* hit, by the source's call; ? = inconclusive. A portion of the library; the hit share may differ from the screen's.

SMILES | Large T inhibition | RSV CPE inhibition | PhoP inhibition
CCN(CC(=O)Nc1c(F)cccc1F)C(=O)CNC(=O)COc1ccccc1 | 2.7% | -2.0% | 1.6%
Cc1ccccc1OCC(=O)OCC(=O)NCCNC(=O)COC(=O)COc1ccccc1C | 12.4% | -2.0% | 0.5%
CC[C@H](C)Cc1cn([C@@H](CCCN=C(N)N)C(=O)NCCCCCCCCCCC(=O)N2CCNCC2)nn1 | 24.8% | -1.7% | 0.7%
Cn1nc(C(=O)NNC(=O)C2CSC3(C)CCC(=O)N23)c2ccccc2c1=O (centres undefined) | 9.7% | -1.3% | -0.8%
CCCCn1c(SCC(=O)Nc2ccc(C)c(S(=O)(=O)N3CCOCC3)c2)nnc1C(CC)N(C)C (centres undefined) | 9.9% | 0.1% | -4.0%
CCCCCN(C(=O)CCC(=O)OCC(=O)c1ccc(C(C)CC)cc1)c1c(N)n(CCCC)c(=O)[nH]c1=O (centres undefined) | 4.2% | -2.3% | -3.4%
CCN(C(=O)c1ccc2c(c1)OCO2)C1CCS(=O)(=O)C1 (centres undefined) | 3.3% | -0.9% | -0.1%
CCCCn1c(N)c(N(Cc2ccccc2OC)C(=O)c2ccc(N3CCCC3=O)cc2)c(=O)[nH]c1=O | 8.1% | -0.9% | 4.2%
CCOC(=O)c1ccccc1NC(=O)COC(=O)CCNS(=O)(=O)c1ccc(C)c(C)c1 | -1.8% | -1.9% | 7.7%
O=C(NCCC(=O)N1CCN(c2ccccc2O)CC1)c1ccc(Cl)cc1 | 7.2% | -0.7% | -0.2%
Cc1ccc(S(=O)(=O)CCC(=O)OCC(=O)N(Cc2ccccc2)C(C)C)cc1 | 13.9% | -1.2% | -5.7%
CCCCOC(=O)NS(=O)(=O)c1sc(CC(C)C)cc1-c1ccc(Cn2c(CC)nc3c(C)cc(C)nc32)cc1 | -0.7% | -3.9% | -6.4%
O=C(NCC1CCCN1S(=O)(=O)c1cccs1)c1cccc(Cl)c1 (centres undefined) | 20.9% | 15.2% | -6.8%
Cc1cccc(NS(=O)(=O)c2ccc(C(=O)N3CCC3)cc2)c1C | 8.2% | 0.8% | 3.4%
CCOC(=O)c1ccccc1NC(=O)COC(=O)C(CCSC)NC(=O)COc1ccccc1 (centres undefined) | 1.6% | -0.6% | -7.6%
CC(=O)NCCC(=O)Nc1cc(S(=O)(=O)N2CCOCC2)ccc1N1CCCC1 | 17.4% | -1.6% | -0.1%
O=C(Nc1nc(-c2cc(F)ccc2F)cs1)c1cccc(N2C(=O)CCC2=O)c1 | 2.3% | 1.0% | 0.1%
CCCNC(=O)c1onc(CSc2ccc(F)cc2)c1C(=O)NCCOC | 1.0% | 0.9% | -8.3%
Clc1ccc(C(c2ccccc2Cl)C(Cl)Cl)cc1 (centres undefined) | 7.6% | 3.8% | 7.9%
CCN1CCN(c2ccc(S(=O)(=O)N3CCOCC3)cc2NC(=O)/C=C/c2ccc([N+](=O)[O-])cc2)CC1 | 25.3% | 1.6% | -6.8%
COc1ccc(C2=NN(C(=O)CSc3nc(=O)n4cccc(C)c4n3)C(c3ccc(C)cc3)C2)cc1 (centres undefined) | 14.5% | 2.8% | 5.2%
Cc1cccc(C#Cc2ccccc2)n1 | 27.8% | 1.8% | 7.4%
CCOC(=O)N1CCN(C(=O)COc2ccc3oc4c(c3c2)CCCC4)CC1 | 3.6% | 7.2% | 2.6%
CCOc1ccc(S(=O)(=O)N2CCCCC2)cc1NC(=O)CN1C(=O)NC(C)(c2ccccc2)C1=O (centres undefined) | 12.8% | -0.3% | -8.5%
CN(C)CCCN(C(=O)COc1ccc(Cl)cc1)c1nc2cc3c(cc2s1)OCCO3 | 14.7% | -0.3% | 2.8%

Reprinted from the part before: four compounds, followed by the next part.
SMILES | Large T inhibition | RSV CPE inhibition | PhoP inhibition
Cc1cccc(C#Cc2ccccc2)n1 | 27.8% | 1.8% | 7.4%
CCOC(=O)N1CCN(C(=O)COc2ccc3oc4c(c3c2)CCCC4)CC1 | 3.6% | 7.2% | 2.6%
CCOc1ccc(S(=O)(=O)N2CCCCC2)cc1NC(=O)CN1C(=O)NC(C)(c2ccccc2)C1=O (centres undefined) | 12.8% | -0.3% | -8.5%
CN(C)CCCN(C(=O)COc1ccc(Cl)cc1)c1nc2cc3c(cc2s1)OCCO3 | 14.7% | -0.3% | 2.8%
CCCCn1c(N)c(N(CC(C)C)C(=O)CSc2ccccc2C)c(=O)[nH]c1=O | 15.9% | -1.0% | 0.7%
CCn1c(SC(C)C(=O)NCC2CCCO2)nc2scc(-c3ccccc3)c2c1=O (centres undefined) | 8.5% | 0.3% | -2.6%
CC(=O)NC12CC3CC(C1)CC(C(=O)N1CCN(S(=O)(=O)c4ccc(C(C)C)cc4)CC1)(C3)C2 | 4.2% | -1.8% | 9.3%
Cn1cccc1C(=O)NCC(c1ccco1)N1CCCCC1 (centres undefined) | -0.2% | -0.2% | -3.6%
Cc1ccc(NS(=O)(=O)c2cccc(C(=O)N3CCCCCC3)c2)cc1 | 17.2% | 11.0% | -5.3%
CN(C)S(=O)(=O)c1ccc(N2CCCC2)c(C(=O)NC2CCC(O)CC2)c1 (centres undefined) | 10.0% | -1.2% | -4.2%
O=C(c1ccc(NS(=O)(=O)c2ccc(F)cc2)cc1)N1CCCCC1 | 6.0% | 6.5% | -4.5%
CCOc1ccc(NC(=O)CN(C)C(=O)c2cc(S(=O)(=O)N3CCCCCC3)ccc2OC)cc1OCC | 27.6% | 0.8% | 3.7%
CN(CC(=O)Nc1ccc(Cl)cc1)C(=O)c1ccc(S(=O)(=O)Nc2ccccc2)cc1 | 8.1% | 7.8% | 3.0%
CCOC(=O)c1c2ccccc2[n+]([O-])n1CCO | 9.8% | -0.1% | 9.2%
O=C(Nc1ccncc1)c1cc(S(=O)(=O)N2CCCCC2)ccc1Cl | 15.3% | 19.0% | 1.6%
CC(C)CN1C(=O)C(=O)N(CC(=O)N2CCN(c3ccccc3)CC2)C1=O | 9.1% | 0.6% | -2.1%
CC[C@@]12C(=O)N(c3cccc(F)c3)C(=O)N1[C@H](c1ccc(Cl)cc1)[C@@H]1C(=O)N(C3CCCCC3)C(=O)[C@@H]12 | 7.9% | 18.0% | 0.1%
COc1cccc(CNC(=O)CSc2nc3c(oc4ccccc43)c(=O)n2CC2CCCO2)c1 (centres undefined) | 8.8% | -1.6% | 7.8%
CCc1ccccc1NC(=O)CNC(=O)c1ccccc1OCc1c(C)noc1C | 9.4% | -0.8% | -6.5%
CCOc1ccc(C(=O)CCC(=O)N(CC)CC(=O)NCc2cccs2)cc1 | 3.8% | 0.0% | 5.9%
Cc1ccc(NC(=O)c2ccc(C(=O)c3ccccc3)cc2)nc1 | 17.9% | 1.9% | 14.0%
CCCCN(C(=O)CN1C(=O)C2CCCCC2C1=O)c1c(N)n(CCC)c(=O)[nH]c1=O (centres undefined) | 22.7% | -1.4% | 2.1%
CCOc1ccc(NC(=O)CN(C)C(=O)c2ccc(N3CCCCC3)c([N+](=O)[O-])c2)cc1OCC | 9.4% | 0.7% | 2.2%
O=C(CNC(=O)c1ccccc1F)NCCCN1CCCC1=O | 14.3% | 0.0% | -5.1%
Cc1ccc(Cc2nnc(SCC(=O)Nc3ccccc3Cl)[nH]c2=O)cc1 | 8.6% | 3.1% | 5.0%
COc1ccc(N2CCN(C(=O)COC(=O)CCOc3ccc(C)cc3)CC2)cc1 | 10.6% | 0.3% | -2.8%
CCOc1ccc(NS(=O)(=O)c2cc(C(=O)N3CCCC3)ccc2Cl)cc1 | 9.3% | -1.5% | -5.7%
C#CCOCCOCCOCCNc1nc(N2CCN(C(=O)Cn3cc(CCCN=C(N)N)nn3)CC2)nc(N2CCN(C(=O)[C@H](CCCCN)n3cc(CCC(=O)O)nn3)CC2)n1 | 8.1% | -0.2% | 10.1%
CC1(C)CC(NC(=O)c2ccc(Cl)c(S(=O)(=O)N(Cc3ccccc3)c3ccccc3)c2)CC(C)(C)N1 | -3.7% | 12.8% | -2.4%

Two entries picked at random from those above:
SMILES | Large T inhibition | RSV CPE inhibition | PhoP inhibition
Cn1cccc1C(=O)NCC(c1ccco1)N1CCCCC1 (centres undefined) | -0.2% | -0.2% | -3.6%
Cc1ccc(NS(=O)(=O)c2cccc(C(=O)N3CCCCCC3)c2)cc1 | 17.2% | 11.0% | -5.3%

Other compounds.
SMILES | Large T inhibition | RSV CPE inhibition | PhoP inhibition
CC(=O)Nc1cccc(NC(=O)C(=O)NCC(c2ccco2)N2CCc3ccccc32)c1 (centres undefined) | 14.4% | 8.1% | 2.3%
CCc1cc(=O)[nH]c(SCC(=O)N2CCOCC2)n1 | 4.5% | 0.8% | 7.5%
Cc1csc(SC(C)C(=O)NC2CCCCC2C)n1 (centres undefined) | 11.0% | -0.6% | -2.0%
COCC(=O)Oc1c(S(=O)(=O)c2ccccc2)c(C)nn1C(C)(C)C | 14.6% | -0.6% | -0.6%
N#CCC(=O)Nc1ccc(C(=O)OCC(=O)N=c2sccn2Cc2ccccc2Cl)cc1 | 5.0% | 1.4% | -4.4%
CC(OC(=O)Cn1cnc2c1c(=O)n(C)c(=O)n2C)C(=O)NC1CCCCC1C (centres undefined) | 12.8% | -1.1% | -5.3%
C=CCN1C(=O)c2ccc(C(=O)N(C)CC(=O)Nc3c(C)cccc3C)cc2C1=O | 9.9% | 0.8% | 0.3%
Cc1ccc(SCC(=O)OC(C)C(=O)NCc2ccccc2)cc1 (centres undefined) | 8.7% | -3.0% | -8.6%
C=CCN1CCCC1CNC(=O)c1cc2[nH]nnc2cc1OC (centres undefined) | 5.1% | 0.4% | -1.3%
CN(CC(=O)Nc1ccc(F)c(F)c1F)C(=O)c1ccc2c(c1)OCCO2 | 6.7% | -1.8% | -4.1%
O=C(NCCS(=O)(=O)N1CCN(c2ccccc2)CC1)C1CCCC1 | 17.9% | 0.5% | 1.9%
Cc1ccc(NC(=O)CSCC(=O)N=c2sccn2C)cc1 | 13.0% | 0.3% | 0.7%
CC1CCC(NC(=O)c2cc3c(s2)CCCC3)CC1 (centres undefined) | 13.0% | -1.0% | -9.2%
CCOc1ccc(OCC(=O)OCC(=O)N2CCN(C(=O)c3ccco3)CC2)cc1 | 7.2% | 0.1% | 7.3%
Cc1ccc(OCCC(=O)OCC(=O)N2c3ccccc3NC(=O)C2(C)C)cc1 | 10.9% | -2.4% | -7.4%
Cc1ccccc1C(=O)NCC(=O)OC1CCCCC1=O (centres undefined) | 8.1% | 2.0% | 7.3%
Cc1c(S(=O)(=O)N2CCCC(C)C2)c(=O)n(C)c(=O)n1C (centres undefined) | 11.1% | 0.8% | -4.4%
CCOc1ccc(S(=O)(=O)N2CCCCC2)cc1NC(=O)CSCc1c(C)noc1C | 16.0% | 2.4% | 6.3%
COC(=O)c1ccc(C)c(NC(=O)COC(=O)C2CC3CCCC(C2)C3=O)c1 (centres undefined) | 9.9% | 1.5% | -7.5%
O=C(NC1CCN(Cc2ccccc2)CC1)c1cn(-c2ccccc2)nc1-c1cccnc1 | 9.4% | -1.8% | -3.1%
CC1CCCN(C(=O)COC(=O)c2cccc(NS(=O)(=O)c3ccccc3)c2)C1 (centres undefined) | 11.7% | 0.8% | -1.2%
O=C1CC(NS(=O)(=O)c2cc(F)ccc2F)CN1c1ccc2c(c1)OCCO2 (centres undefined) | 20.6% | -2.0% | 13.0%
Cc1ccnc(NC(=O)c2cc(-c3ccc(Cl)s3)nc3ccccc23)c1 | 17.4% | 1.5% | 0.3%
CCN(CC(=O)Nc1ccccc1OC)C(=O)/C=C/c1cccs1 | 15.8% | -0.2% | -0.8%
O=C(CSc1ccc2c(c1)OCCO2)Nc1ncccc1O | 22.8% | -1.1% | -4.2%

Later entries:
SMILES | Large T inhibition | RSV CPE inhibition | PhoP inhibition
COc1cccc(COC(=O)c2cc(=O)[nH]c3ccc(S(=O)(=O)N4CCOCC4)cc23)c1OC | 13.4% | 0.2% | 5.3%
Cc1cccc(NC(=O)CNC(=O)CN2C(=O)NC3(CCCc4ccccc43)C2=O)c1C (centres undefined) | 7.6% | -1.8% | -3.7%
COc1ccccc1NC(=O)C(C)OC(=O)c1ccc(-n2cnnn2)cc1 (centres undefined) | 11.2% | -0.7% | -6.4%
CN1CCN(S(=O)(=O)c2cccc(C(=O)N(C)CC(=O)Nc3ccc(F)c(F)c3F)c2)CC1 | 19.5% | -2.3% | 1.3%
O=C(/C=C/c1ccccc1)OCC(=O)N1CCN(c2ccccc2)CC1 | 8.9% | -1.1% | -15.3%
Cc1nnc(SCC(=O)Nc2c(Cl)cccc2Cl)n(N)c1=O | 4.1% | -2.7% | -1.6%
O=[N+]([O-])c1ccc(C[n+]2ccccc2)cc1 | 3.9% | 0.1% | 5.2%
CCN(CC)S(=O)(=O)c1ccc(C)c(NC(=O)CNc2cccc(S(=O)(=O)N3CCOCC3)c2)c1 | 11.6% | 1.5% | 2.8%
Cc1ccc(N(CCC#N)C(=O)COC(=O)C2=COCCO2)cc1 | 10.2% | -0.3% | -6.7%
COc1ccc(S(=O)(=O)Nc2cc3c4c(c2)CCC(=O)N4CCC3)cc1C | 10.9% | ? | 9.1%
O=C(COC(=O)C1CC2CCCC(C1)C2=O)Nc1nc(-c2ccc(F)c(F)c2)cs1 (centres undefined) | 3.0% | -1.3% | -0.2%
CCN(Cc1ccccc1)S(=O)(=O)c1ccc(C(=O)N(CCCN(C)C)c2nc3cc4c(cc3s2)OCCO4)cc1 | 18.0% | 1.3% | 11.4%
Cc1csc(SCC(=O)Nc2oc(C)c3c(C)n[nH]c(=O)c23)n1 | 11.3% | 0.8% | 1.9%
CCc1cccc(C)c1NC(=O)COC(=O)CC1CCCC1 | 8.8% | -1.4% | 3.1%
